Assay outcomes: PubChem BioAssay, National Center for Advancing Translational Sciences (NCATS)
HCMV antiviral – human cytomegalovirus inhibition; activity change, negative = inhibition, % at 57.5 µM; 410,000 tested, 4.5% active; AID 1259415; HFF cells, HCMV-luciferase reporter, 72 h; active compounds read low; in the data active means activity change below about -60%; inconclusive means no clear call, values can overlap the other calls; inactive means above about -39%
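Two-dose cell screen: HFF monolayers treated with compounds and infected with luciferase-expressing HCMV at 1 PFU/cell, 72 h at 37C, then lysed for luciferase measurement.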
FBPA Giardia inh – Giardia lamblia aldolase inhibition. A8B2U2. purified Giardia FBPA. Potency, µM (highest dose often 59.6 µM), for inactives: at the highest dose activity, negative = inhibition, hits mostly inhibitors. 290,000 tested, 0.71% active. AID 2451; further: potency means the concentration at half of the fitted maximal effect; nearly all actives have a fitted effect of over 55% in size
Target sequence (A8B2U2 whole entry, looked up): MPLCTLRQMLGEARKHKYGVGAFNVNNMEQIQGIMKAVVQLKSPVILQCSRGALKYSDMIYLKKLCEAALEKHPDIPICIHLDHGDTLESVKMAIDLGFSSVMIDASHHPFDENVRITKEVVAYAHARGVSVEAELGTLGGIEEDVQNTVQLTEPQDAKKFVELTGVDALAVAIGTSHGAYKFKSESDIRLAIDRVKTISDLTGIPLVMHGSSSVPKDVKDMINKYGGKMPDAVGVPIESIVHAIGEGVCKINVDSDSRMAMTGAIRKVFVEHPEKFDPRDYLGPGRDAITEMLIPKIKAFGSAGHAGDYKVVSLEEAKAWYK
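40 nM FBPA preincubated 10 min at RT with compound (up to 57.5 uM final), then substrate plus GAPDH/TPI/NAD/arsenate coupling and diaphorase/resazurin added. Fluorescence read after 20 min at RT, 525/598 nm.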
HCV inh – blocks hepatitis C virus; Huh7.5.1 HCVcc-Cre infection, luciferase reporter, 44 h; Potency, µM (doses to about 41.8 µM), without a hit: at the highest dose activity change, negative = inhibition, hits mostly inhibitors; 340,000 tested, 3.4% active; AID 651820; further: potency means the concentration at half of the fitted maximal effect
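Antiviral activity was scored by luciferase reporter output from cells infected with HCVcc-Cre (~0.5 moi) in presence of compound, 44 h infection period, cells seeded 1,000/well 4 h prior.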
AmpC detergent – blocks E. coli AmpC beta-lactamase in detergent assay; 370,000 tested, 0.041% active; AmpC hydrolysis of nitrocefin, absorbance 480 nm, 0.01% Triton; AID 485294; P00811; Potency, µM (top dose mostly 114 µM), for inactives: at the top dose activity change, negative = inhibition, most hits filed as inhibitors;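 further: potency means the concentration at half of the fitted maximal effect; 0% = no-compound wells and -100% = no-enzyme wells; nearly all actives have a fitted effect of over 25% in size; some results filed as inactive show a strong effect at the top dose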
Target sequence (P00811 whole entry, looked up): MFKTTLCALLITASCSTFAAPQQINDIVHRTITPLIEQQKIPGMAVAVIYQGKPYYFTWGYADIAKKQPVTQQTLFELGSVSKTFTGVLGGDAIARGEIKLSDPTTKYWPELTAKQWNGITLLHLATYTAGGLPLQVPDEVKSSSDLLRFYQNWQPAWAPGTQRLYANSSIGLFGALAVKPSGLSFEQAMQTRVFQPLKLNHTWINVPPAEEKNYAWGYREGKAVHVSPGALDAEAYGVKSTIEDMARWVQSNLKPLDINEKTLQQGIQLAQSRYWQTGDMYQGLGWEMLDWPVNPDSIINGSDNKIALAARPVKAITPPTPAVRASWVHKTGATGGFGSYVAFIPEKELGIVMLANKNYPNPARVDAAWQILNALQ
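20 mM phosphate pH 7.0 + 0.01% (detergent screen) or 0.0001% Triton X-100; 5.3 nM AmpC reagent; cpd preinc 15 min RT; nitrocefin (800 uM stock) to start; A480 q20 s × 4 min; Activity was normalised to no-enzyme and no-compound control wells.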
AmpC inh no detg – AmpC beta-lactamase inhibition without detergent. P00811. AmpC nitrocefin hydrolysis, absorbance 480 nm, 0.0001% Triton. Potency, µM (titrated, usually from 57.1 µM), for inactives: at the highest dose activity change, negative = inhibition, most hits filed as inhibitors. 330,000 tested, 0.52% active. AID 485341;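 further: potency means the concentration at half of the fitted maximal effect; plate controls were no compound for no effect and no enzyme for full effect; nearly all actives have a fitted effect of over 20% in size; some results filed as inactive show a strong effect at the top dose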
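20 mM phosphate pH 7.0 + 0.01% (detergent screen) or 0.0001% Triton X-100; 5.3 nM AmpC reagent; cpd preinc 15 min RT; nitrocefin (800 uM stock) to start; A480 q20 s × 4 min; Activity was normalised to no-enzyme and no-compound control wells.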
Sm TGR block – inhibitors of Schistosoma mansoni thioredoxin glutathione reductase; 360,000 tested, 3% active; Potency, µM (top dose mostly 114 µM), for inactives: at the top dose activity change, negative = inhibition, actives largely listed as inhibitors; purified TGR, DTNB reduction, TNB absorbance 405 nm; Q962Y6; further: potency means the concentration at half of the fitted maximal effect; nearly all actives have a fitted effect of over 60% in size
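TGR 20 nM + NADPH 100 uM (dispensed conc.), cpd preinc 15 min RT; start with NADPH (500 uM addition) then DTNB (15 mM addition). Kinetic TNB absorbance, 405 nm filter. Four-parameter Hill fit across titration.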
Active calls of the source: *; u = inconclusive; x = no result given; & = joins results of further samples; [ ] = another dose, or the depositor's remark. Unless noted, the call rests on the fitted dose curve; in most records, active means well fitted curve in the direction sought with a large enough effect; inconclusive means small, poorly fitted or top-dose-only effect, or another doubt; inactive means no such curve, though single readings can be large; an effect the other way counts as inactive or inconclusive. Unless noted, on the % scale 0 is the no-effect control and ±100 the full control effect.

SMILES	HCMV antiviral	FBPA Giardia inh	HCV inh	AmpC detergent	AmpC inh no detg	Sm TGR block
O=C(Nc1nnc(C2CC2)o1)c1ccc(S(=O)(=O)N2CCCCC2)cc1	-61*	x	-5%	7%	-36%	5%
Cc1cc(C)n2nc(C(=O)OCC(=O)N(CC(C)C)CC(C)C)nc2n1	97	1%	24%	-6%	-6%[2.29 µM]	7%
COc1ccc(CNC(=O)c2cccc(N(C)C)c2)cc1	24	-12%	-13%	-12%	-8%	18%
COc1ccc(NC(=O)c2sc(NC(=O)C3CC3)nc2C)cc1	-18	4%	-20%	u	-6%	30%
O=C(/C=C/c1ccc(Br)cc1)c1ccc(NC(=O)c2ccco2)cc1	-29	-1%	u	-14%	-35%	-6%
CCc1nnc(SCc2cccc(F)c2)c2cc3sc(C)cc3n12	u	x	x	-4%	x	1%
COc1ccc(COn2nnc3ccc(S(=O)(=O)N4CCOCC4)cc32)cc1F	-27	x	10µM*	-15%	-3%	3%
Cc1ccc(Nc2cc(-c3ccccc3)nc(C)n2)cc1	45	x	x	-5%	x	-4%
CC1(C)OC(=O)C(=CNCC(O)c2ccccc2)C(=O)O1 (configuration not stated)	-12	2%	10%	8%	17%	3%
CO[C@H]1C=CO[C@@]2(C)Oc3c(C)c(O)c4c(O)c(c(C=NN5CCN(C6CCCC6)CC5)c(O)c4c3C2=O)NC(=O)C(C)=CC=C[C@H](C)[C@H](O)[C@@H](C)[C@@H](O)[C@@H](C)[C@H](OC(C)=O)[C@@H]1C	x	u	x	-13%	203%[activator]	5%
COc1ccc(C)cc1N/C(N)=N/c1nc(C)cc(C)n1	u	-1%	u	-20%	-18%	-1%
Cn1c(-c2ccccc2)c[n+]2c1-c1ccccc1C2	u	6%	11µM*	-13%	-26%	0%

Some of these compounds in order of heavy-atom count, highest first.
SMILES	HCMV antiviral	FBPA Giardia inh	HCV inh	AmpC detergent	AmpC inh no detg	Sm TGR block
O=C(Nc1nnc(C2CC2)o1)c1ccc(S(=O)(=O)N2CCCCC2)cc1	-61*	x	-5%	7%	-36%	5%
COc1ccc(NC(=O)c2sc(NC(=O)C3CC3)nc2C)cc1	-18	4%	-20%	u	-6%	30%
COc1ccc(CNC(=O)c2cccc(N(C)C)c2)cc1	24	-12%	-13%	-12%	-8%	18%

One compound at a time (already shown). Screens in order: HCMV antiviral, FBPA Giardia inh, HCV inh, AmpC detergent, AmpC inh no detg, Sm TGR block
CC1(C)OC(=O)C(=CNCC(O)c2ccccc2)C(=O)O1 (configuration not stated) is listed as -12, 2%, 10%, 8%, 17%, 3%
Cc1cc(C)n2nc(C(=O)OCC(=O)N(CC(C)C)CC(C)C)nc2n1 is listed as 97, 1%, 24%, -6%, -6%[2.29 µM], 7%

Other entries:
SMILES	HCMV antiviral	FBPA Giardia inh	HCV inh	AmpC detergent	AmpC inh no detg	Sm TGR block
COCCNC(=O)c1c(N)n(/N=C/c2ccc(F)cc2)c2nc3ccccc3nc12	-19	7%	-17%	2%	0%	2%
CCC(C(=O)NCCN1CCOCC1)n1c2ccccc2c2nc(=O)cc(C)n21 (configuration not stated)	7	x	-10%	-2%	0%	-8%
CN(C)CCCNC(=O)c1ccc(-c2cc(O)c3ncccc3c2)cc1	-39	x	x	-4%	0%&10%	-4%
COc1ccc(CC(=O)N2CCN(C(=O)Cc3ccc(OC)cc3)CC2)cc1	26	2%	6%	-15%	0%	-8%
CCN(C(=O)COC(=O)c1cc(S(=O)(=O)N(C)C)ccc1Cl)C1CCS(=O)(=O)C1 (configuration not stated)	-6	x	19%	-6%	1%	0%
COc1ccc(CCNC(=O)COC(=O)c2cc3ccccc3oc2=O)cc1OC	0	x	6%	x	-14%	x
CCOC(=O)c1ccc[n+](CC(=O)c2ccc(NC(=O)c3ccccc3)cc2)c1	33	-3%	8%	0%	19%	0%
CCCCN(C(=O)C1CCCC1)C1CCS(=O)(=O)C1 (configuration not stated)	-7	x	12%	0%	-1%	-1%
Cc1cc(C)c(C(=O)Nc2ccccc2)c(SCC(=O)Nc2ccc(Br)cc2C)n1	-69*	x	x	0%	x	6%
Cc1ccc(NC(=O)CN2C(=O)N/C(=C/c3cc(C)n(-c4ccc(C(=O)O)cc4)c3C)C2=O)cc1	-22	-12%	11%	-3%	-19%	45µM*
COc1ccc(CN2CCN(CCCc3ccccc3)CC2)c(OC)c1	52	16µM*	x	-6%	-16%	-2%
Cc1cc(C)c(S(=O)(=O)Nc2ccc(O)cc2)cc1C	x	-3%	-12%	-2%	-33%	-29%
COc1ccc(-c2cc(C)no2)cc1S(=O)(=O)NCc1cccc(C)c1	8	x	4%	3%	-17%	-14%
O=C1OC2(CCCCC2)OC(=O)C1=CNc1nccs1	28	-1%	13%	-10%	-11%	0%
CSc1nsc(SCC(=O)Nc2c(C)n(C)n(-c3ccccc3)c2=O)n1	-1	7%	2%	-2%	-10%	9%
COCCCNC(=S)N(Cc1cccnc1)Cc1ccc(OC)c(OC)c1	27	2%	9%	-12%	8%	-15%
CC(C)n1cc2c(c1-c1ccccc1Cl)c(=O)n(C)c(=O)n2C	-22	x	x	16%	x	8%
O=C(NC1(Cc2ccc(O)cc2)CCCCC1)c1ccccc1	-8	2%	23%	-7%	-35%	-20%
Cc1cc(/C=C2\SC(=O)N(C)C2=O)c(C)n1-c1ccc(O)cc1	-69*	-15%	u	u	-39%	-27%
O=C(O)c1ccc(N/N=C/C2=Cc3ccccc3OC2)cc1	0	14%	21%	-8%	-25%	u
CC(=O)Nc1cccc(OCC(=O)NS(=O)(=O)c2ccc(Cl)cc2)c1	-6	19%	2%	u	-12%	0%
O=S(=O)(Nc1ccccc1Cl)c1cccc2nsnc12	11	-30%	18%	-12%	-20%	1%
COc1ccccc1OCC(=O)N/N=C/c1cccc2cccnc12	-4	x	10%	0%	-22%	-6%
Cc1cc(=O)oc2c3c(cc(OCC(=O)N[C@@H](Cc4ccccc4)C(=O)O)c12)OC(C)(C)CC3	13	23%	2%	-23%	-22%	7%
COc1ccc(C(=O)NCC2(c3ccccc3)CCOCC2)cc1[N+](=O)[O-]	-25	-3%	-3%	-14%	-17%	-5%
CC1(C(=O)Nc2nnc(SCc3ccccc3)s2)Cc2ccccc2C(=O)O1 (configuration not stated)	4	11%	10%	-10%	-14%	-5%
Cc1ccc2c(c1)N(CC(=O)NC1CCCC1)C(=O)CO2	-21	-1%	-19%	-6%	-16%	-3%
Cc1ccc(N=C(NOCc2ccc(Cl)cc2Cl)c2nonc2N)c(C)c1	-7	-3%	-39%	u	-20%	19%
CC(C)C(OC(=O)c1cccc(S(=O)(=O)NCC(F)(F)F)c1)C(=O)NC(N)=O (configuration not stated)	-27	2%	u	5%	0%	2%
Cn1c2ccccc2c2cnn(CC(=O)Nc3ccccc3Br)c(=O)c21	-24	3%	4%	8%	-7%	8%
CC1CCN(CC(=O)N2c3ccccc3CCc3ccccc32)CC1	-19	3%	-4%	1%	1%	-1%
O=C(Nc1nnc(-c2ccccc2F)s1)Nc1ccccc1F	38	5%	2%	4%	-18%	x
COc1cc(/C=N/NC(=O)CCn2c3ccccc3c3ccccc32)cc(OC)c1OC	39	5%	u	u	-25%	-3%
Cc1cccc(-n2ccc(=O)c(C(=O)Nc3ccc(S(=O)(=O)N4CCOCC4)cc3)n2)c1	-9	x	7%	-3%	136%[activator]	-4%
CSc1cccc(NC(=O)CSc2ccccc2)c1	82	0%	u	-3%	-55%	u
S=c1nc(C23CC4CC(CC(C4)C2)C3)nc2sccn12	x	-1%	x	3%	-15%	-15%
Brc1ccc(-c2nc(N/N=C/c3cccnc3)c3ccccc3n2)cc1	224	-18%	-12%	-5%	4%	-2%
COc1ccc(N2CC(c3nc(-c4cc(OC)c(OC)c(OC)c4)no3)CC2=O)cc1Cl (configuration not stated)	114	x	x	25%	x	5%
Cn1cnc(Sc2ncnc3nc[nH]c23)c1[N+](=O)[O-]	-18	14µM*	14%	-5%	-10%	u
COc1ccccc1/C=C/C(=O)OCC(=O)NC1CCCCCCC1	17	x	-24%	x	-30%	x
Clc1cccc(Nc2ncnc3c2nc2n3CCCCC2)c1	11	x	x	-8%	x	2%
CC(=O)Nc1ccc(NC(=O)C2CC(=O)N(c3ccc(Cl)cc3)C2)cc1 (configuration not stated)	8	4%	-11%	-4%	-10%	-7%
COc1ccccc1N1C(=O)CC1(C#N)c1ccc(OCc2ccccc2)cc1 (configuration not stated)	57	-1%	-4%	-13%	-23%	-7%
O=C(CCN1C(=O)c2ccccc2C1=O)NCc1ccncc1	-12	12%	2%	-8%	3%	2%
Cc1ccccc1OCC(=O)OC(C)CN1CCN(C)CC1 (configuration not stated)	70	-15%	11%	u	-14%	-12%
COc1cccc(-c2noc(Cn3nc(C)c([N+](=O)[O-])c3C)n2)c1	-3	u	-11%	-8%	1%	-17%
O=C(O)CSc1ncnc2nc[nH]c12	-2	0%	16%	2%	-8%	-15%
O=C(c1ccc(Br)cc1)N1CCCC1	6	-1%	17%	-7%	x	7%
COc1ccc(CNC(=O)C(=O)c2cn(CC(=O)N3CCOCC3)c3ccccc23)cc1	0	x	-3%	-2%	126%[activator]	2%
COc1ccc(S(=O)(=O)Nc2ccccc2C(=O)N2CCOCC2)cc1Br	-2	x	42%[activator]	u	1%	-6%
Fc1cc(F)cc(NC(=S)N2CCN(c3ncccn3)CC2)c1	u	2%	6%	1%	-9%	x
O=C(C1CCCCC1)N1CCN(C(=O)C2CCCCC2)CC1	0	7%	9%	-7%	-3%	2%
CCc1cc(C(=O)OC)c(NC(=O)CC2Sc3ccc(C(F)(F)F)cc3NC2=O)s1 (configuration not stated)	-15	0%	11%	8%	-16%	19%
O=C(NCCCc1ccc(F)cc1)C1CCC(=O)N(CCCN2CCCC2=O)C1 (configuration not stated)	u	6%	12%	-13%	1%	-7%
CC(C)OP(=O)(O)NC(=O)c1ccccc1	3	15%	8%	4%	-23%	-2%
O=c1cc(CSc2ccc(Cl)cc2)nc(-c2ccncc2)[nH]1	-34	9%	5%	-10%	-30%	-6%
C=CCNC(=O)CN1N=C(c2ccc(C)cc2)CCC1=O	64	-5%	u	-3%	-6%	-2%
CC(=O)c1ccc(NC(=S)N2CCCC(C(F)(F)F)C2)cc1 (configuration not stated)	-8	1%	20%	-1%	-10%	-7%
Cc1[nH]n(-c2ccc([N+](=O)[O-])cc2)c(=O)c1/C=N/N1CCOCC1	-19	-10%	2%	-9%	1%	x
Cc1onc(-c2ccccc2Cl)c1C(=O)Nc1nnc(-c2ccc(Cl)cc2Cl)s1	-39	18%	-5%	u	u	5%
Next part
SMILES	HCMV antiviral	FBPA Giardia inh	HCV inh	AmpC detergent	AmpC inh no detg	Sm TGR block
O=C(/C=C/c1ccco1)Nc1sc2c(c1C(=O)O)CCC2	100	-5%[12.9 µM]	14%	u	-30%	40µM*
CC(=O)c1cccc(NC(=O)C2CCCN(C(=O)c3cnn(-c4ccccc4)c3-n3cccc3)C2)c1 (configuration not stated)	-19	x	x	18%	x	-2%
Nc1cc(N)nc(SCC(=O)Nc2ccc3c(c2)OCO3)n1	26	-2%	-9%	8%	-24%	8%
CC(C)C(NC(=O)CNC(=O)OC(C)(C)C)C(=O)NCc1ccccc1 (configuration not stated)	42	0%	1%	u	-4%	-18%
O=C(Cn1cc(SCc2ccc(C(F)(F)F)cc2)c2ccccc21)N1CCCC1	-23	x	x	15%	x	7%
